Screening results (PubChem BioAssay)
RGS4 pot = RGS4 potentiation or activation; HEK293 M3R/inducible RGS4, carbachol calcium flux Fluo4; active compounds read low; B-score at 10 µM; actives 0.92% (n = 310,000);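 active = B-score of the integrated calcium signal more than 4 SD below the library mean, with starting fluorescence not abnormally high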;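 also: negative B-score means reduced calcium response which marks RGS4 activation or potentiation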
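Assay system: HEK293 FlpIn-TREx cells, stable M3R, doxycycline-inducible RGS4 / Probe or stimulus: carbachol, ECmax concentration / Times: overnight RGS4 induction, 30 min dye load 37 °C, 20 min compound RT / Signal: kinetic calcium fluorescence imaging with Fluo4-AM dye, 2 µM / Measure: Agonist-evoked peak-minus-minimum fluorescence over baseline, integrated ratio, B score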
MrgX1 PAM = human MrgX1 positive allosteric modulation, primary screen. Q96LB2. MrgX1-HEK293, Fluo-4 calcium flux, FDSS; active compounds read high. B-score at 10 µM. actives 0.63% (n = 310,000);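 active = plate-corrected calcium response at least 3 library SD above typical, normal starting fluorescence, not activating the receptor alone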;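 also: compound read alongside a low EC10 to EC30 dose of BAM8-22 agonist; peak minus trough fluorescence over baseline measured at the second addition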
Target sequence (Q96LB2 whole entry, looked up): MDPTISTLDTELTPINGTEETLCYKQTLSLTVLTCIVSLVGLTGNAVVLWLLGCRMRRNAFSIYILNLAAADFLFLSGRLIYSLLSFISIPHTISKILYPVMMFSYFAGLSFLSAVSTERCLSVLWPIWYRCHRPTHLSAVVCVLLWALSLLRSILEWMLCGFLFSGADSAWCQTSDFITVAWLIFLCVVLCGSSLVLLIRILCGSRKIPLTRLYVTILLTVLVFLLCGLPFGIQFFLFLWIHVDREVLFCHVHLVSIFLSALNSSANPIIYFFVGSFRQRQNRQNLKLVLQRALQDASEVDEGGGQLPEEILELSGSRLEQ
MrgX1 ag = agonists of human MrgX1 receptor. MrgX1-HEK293 cells, Fluo-4 calcium fluorescence, agonist mode; active compounds read high. actives 0.44% (n = 310,000). B-score at 10 µM. AID 588627. Q96LB2;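 active = calcium response B-score plate-corrected fluorescence ratio at least 3 library SD, with starting fluorescence B-score inside 5 SD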
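Material: MrgX1-expressing HEK293 cells; input: 15,000 cells per well; doses: test compound given as first of three sequential additions; schedule: overnight plating before 1 h dye loading; technique: Fluo-4 NW calcium-flux fluorescence, kinetic read; evaluation: baseline-normalised fluorescence change ratio, B-scored; control set: plate-wise positive and negative controls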
RGS4 inh = inhibitors of human RGS4. B-score at 10 µM. P49798. AID 463165. actives 0.45% (n = 310,000). HEK293 M3R/RGS4 inducible, Fluo-4 calcium flux; active compounds read high; triggered by carbachol at its EC20;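 active = B-score, a plate-corrected calcium signal, over three deviations above library mean, with baseline fluorescence within five deviations of library mean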;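 also: RGS4 expression induced by doxycycline in cells with stable M3 receptor; B-score is computed from the integrated fluorescence ratio over baseline after carbachol; higher B-score means a larger calcium signal and so more RGS4 inhibition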
Target sequence (P49798 whole entry, looked up): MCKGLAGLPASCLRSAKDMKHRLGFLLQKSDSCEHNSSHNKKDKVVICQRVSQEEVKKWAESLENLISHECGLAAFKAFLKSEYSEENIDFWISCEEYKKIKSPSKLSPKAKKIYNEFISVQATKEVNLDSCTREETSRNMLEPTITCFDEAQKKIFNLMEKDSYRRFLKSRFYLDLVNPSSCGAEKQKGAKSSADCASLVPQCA
TMEM16A inh = inhibitors of mouse TMEM16A calcium-activated chloride channel | Q8BHY3 | HEK293 TMEM16A/YFP iodide influx fluorescence, ionomycin | normalized B-score (activity score, 25-100; higher = stronger inhibition) at 10 µM | actives 1.2% (n = 310,000) | AID 588511;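 active = ratio plate-corrected score three or more library SD toward inhibition, starting fluorescence score within five deviations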;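 also: score derived from kinetic fluorescence span divided by baseline fluorescence per well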
SKKanGAS inh = inhibitors of SKKanGAS S. pyogenes growth in kanamycin (SK-promoter or general growth effect) | BacTiter-Glo, 6 h | actives 1.3% (n = 300,000) | inhibition, % at 7.5 µM;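 active = mean replicate score, as percent of positive control median, at least 50; inconclusive = mean below 50 but one replicate at or above 50; inactive = mean and every replicate below 50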;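 also: strain carries kanamycin resistance gene driven by streptokinase promoter and grows in 40 µg/ml kanamycin; loss of luminescence reflects streptokinase promoter inhibition or plain growth inhibition; 0% = median of DMSO wells and 100% = positive control at its reference dose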
HDAC3 inh = blocks human histone deacetylase 3. O15379. AID 2718. recombinant HDAC3, fluorogenic peptide/trypsin coupled, fluorescence. inhibition, % at 8.3 µM. actives 0.15% (n = 320,000); in the data active = inhibition above about 26%, passing the limit was not always enough; inconclusive = no clear call, values can overlap the other calls
Target sequence (O15379 whole entry, looked up): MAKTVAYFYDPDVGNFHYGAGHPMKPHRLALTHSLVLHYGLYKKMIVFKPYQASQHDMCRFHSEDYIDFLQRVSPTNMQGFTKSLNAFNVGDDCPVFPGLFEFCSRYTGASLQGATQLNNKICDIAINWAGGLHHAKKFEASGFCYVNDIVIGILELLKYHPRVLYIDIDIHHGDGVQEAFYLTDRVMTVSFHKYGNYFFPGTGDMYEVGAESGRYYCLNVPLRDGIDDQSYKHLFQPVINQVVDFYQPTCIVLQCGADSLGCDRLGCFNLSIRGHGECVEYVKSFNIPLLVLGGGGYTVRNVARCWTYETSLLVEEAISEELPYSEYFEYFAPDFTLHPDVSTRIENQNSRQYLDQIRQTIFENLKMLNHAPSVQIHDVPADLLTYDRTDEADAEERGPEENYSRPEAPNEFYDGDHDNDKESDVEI
TMEM16A act = activators or potentiators of mouse TMEM16A chloride channel. HEK293 TMEM16A/YFP-H148Q/I152L, iodide quench fluorescence; active compounds read low. actives 0.3% (n = 340,000). B-score at 10 µM. Q8BHY3;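 active = fluorescence-ratio B-score plate-corrected deviation score at least 3 library SD below zero, with starting fluorescence score within 5 deviations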;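 also: channel opened by trigger with iodide after compound preincubation; score built on the fluorescence ratio of max minus min over baseline; more negative score means more quench and so TMEM16A activation or potentiation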
TRPC6 inh = blocks the mouse TRPC6 cation channel; Q61143; HEK293-TRPC6, membrane potential dye, ACh-evoked depolarization; active compounds read low; B-score at 10 µM; actives 1.1% (n = 310,000);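 active = B-score under library mean minus 3 SD, initial fluorescence not abnormally high, positive integrated signal ratio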;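 also: B-score derived from integrated fluorescence ratio over the kinetic read; more negative B-score means stronger inhibition of depolarization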
TRPC6 activator = activates the mouse TRPC6 cation channel. Q61143. AID 2550. B-score at 10 µM. actives 0.13% (n = 310,000). HEK293-TRPC6 membrane potential dye fluorescence; active compounds read high;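 active = B-score of the integrated fluorescence ratio above library mean plus 3 SD, and starting fluorescence ratio within library mean plus 5 SD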;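 also: higher score means more depolarization so channel activation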
MrgX1 antag = blocks BAM8-22 activation of human MrgX1 receptor; B-score at 10 µM; actives 1.3% (n = 310,000); MRGX1-HEK293 calcium flux, Fluo-4, BAM8-22 antagonism; active compounds read low; Q96LB2;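 active = calcium-response B-score plate-corrected more than 3 library SD below zero, starting fluorescence within 5 deviations, no agonist response on first addition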;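 also: peak minus trough fluorescence over baseline after final BAM8-22 challenge near maximal dose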
* marks the source's active call; other numbers are inactive results; i = inactive; u = inconclusive; x = no result given.

SMILES	RGS4 pot	MrgX1 PAM	MrgX1 ag	RGS4 inh	TMEM16A inh	SKKanGAS inh	HDAC3 inh	TMEM16A act	TRPC6 inh	TRPC6 activator	MrgX1 antag
COc1ccc(CN2CCOCC2)c(C)c1C	i	i	i	i	i	1	-5	i	i	i	i
Cc1ccc(-c2ccnc3c(Br)c(C)nn23)cc1	i	i	i	i	i	6	-2	i	i	i	i
Oc1ccc(Br)cc1/C=N/N1CCN(Cc2ccccc2)CC1	i	i	i	i	i	1	0	i	i	i	i
CCc1cn(S(=O)(=O)c2ccccc2OC)nc1N	i	i	i	i	i	0	-2	i	i	i	i
Cc1nc(N2CCN(c3ccccn3)CC2)c2c(C)c(C(=O)N3CCN(c4ccccc4F)CC3)sc2n1	i	i	i	i	i	25	1	i	i	i	i
O=[N+]([O-])c1ccc(Cc2nnc(-c3ccc(F)cc3)o2)cc1	i	i	i	i	i	7	4	i	i	i	i
CCOc1ccc(S(=O)(=O)N2CCN(C(=O)c3ccncc3)CC2)cc1	i	i	i	i	i	-10	-1	i	i	i	i
O=C(Nc1ccc([N+](=O)[O-])c(NC(=O)c2cccnc2)c1)c1cccnc1	i	i	i	i	i	-10	-8	i	i	i	i
CC(C)C[C@H](NC(=O)[C@@H](Cc1ccccc1)n1c(=O)[nH]c2ccccc2c1=O)C(=O)N[C@@H](Cc1ccccc1)C(=O)O	i	i	i	i	i	4	-1	i	i	i	i
C=CCn1c(=O)c2c(nc3n2CCCN3CCc2ccccc2)n(C)c1=O	i	i	i	i	i	1	0	i	i	i	i
NS(=O)(=O)c1ccc(CCNC(=O)CNCCc2ccccc2)cc1	i	i	i	i	i	-3	x	i	i	i	i
CCc1nnc(NC(=O)C2CCCN2C(=O)Nc2ccccc2)s1 (stereo not drawn)	i	i	i	i	i	-3	5	i	i	i	i
C(=N/Nc1cc(N2CCOCC2)nc(N2CCOCC2)n1)/c1ccccc1	i	i	i	i	i	1	6	i	i	i	i
COCCNC(=O)/C(C#N)=C/c1ccc(OC(=O)c2cccs2)c(OC)c1	i	x	x	i	x	-9	x	i	i	i	x
CC1CC1c1ccc(/C=C(\C#N)C(=O)Nc2ccc(Cl)cc2)o1 (stereo not drawn)	i	i	i	i	i	-4	14	i	i	i	i
COc1ccc2nc(NCc3cccnc3)sc2c1	i	i	i	i	i	4	u	i	i	i	i
Cc1ccc(C(=O)N/C(=C\c2ccc(-c3ccccc3[N+](=O)[O-])o2)C(=O)NCCCN(C)C)cc1	i	i	i	i	i	1	7	i	i	i	i
COc1ccc(Cl)cc1NC(=O)N1CCN(C2CCCCC2)CC1	i	i	i	i	i	-1	4	i	i	i	i
COc1ccc(-c2cn(-c3ccc(C)cc3)c(=O)n2CC(=O)Nc2ccc(OC)c(OC)c2)cc1	i	i	i	i	i	6	9	i	i	i	i
COc1ccc(N(CN2C(=O)C3CC=CCC3C2=O)C(=O)c2ccco2)cc1 (stereo not drawn)	i	i	i	i	i	3	1	i	i	i	i

For convenience, some entries already given.
SMILES	RGS4 pot	MrgX1 PAM	MrgX1 ag	RGS4 inh	TMEM16A inh	SKKanGAS inh	HDAC3 inh	TMEM16A act	TRPC6 inh	TRPC6 activator	MrgX1 antag
COc1ccc(-c2cn(-c3ccc(C)cc3)c(=O)n2CC(=O)Nc2ccc(OC)c(OC)c2)cc1	i	i	i	i	i	6	9	i	i	i	i
COc1ccc(N(CN2C(=O)C3CC=CCC3C2=O)C(=O)c2ccco2)cc1 (stereo not drawn)	i	i	i	i	i	3	1	i	i	i	i

Other records follow.
SMILES	RGS4 pot	MrgX1 PAM	MrgX1 ag	RGS4 inh	TMEM16A inh	SKKanGAS inh	HDAC3 inh	TMEM16A act	TRPC6 inh	TRPC6 activator	MrgX1 antag
COc1ccc(C(CNC(=O)C2CCN(S(=O)(=O)c3ccc(F)cc3)CC2)N(C)C)cc1 (stereo not drawn)	i	i	i	i	i	7	-4	i	i	i	i
O=C(CNC(=O)COc1ccccc1)NCCc1ccccn1	i	i	i	i	i	3	2	i	i	i	i
O=C(Nc1cccc(C(F)(F)F)c1)C1CCCN(c2ncccn2)C1 (stereo not drawn)	i	i	i	i	i	1	-1	i	i	i	i
CC(=O)c1ccc(Nc2cc(C)nc3ccccc23)cc1	i	i	i	i	i	-4	1	i	-6.9*	i	i
Cc1ccc(NC(=O)C2OCCc3ccccc32)cc1 (stereo not drawn)	i	i	i	i	i	-1	-3	i	i	i	i
CC1(C#CC[N+]2(C)CCCCC2)CCC2C(O1)c1ccccc1OC2(C)C (stereo not drawn)	-7*	i	i	i	i	-1	0	i	i	i	i
C[C@@H](C(=O)N1CCN(C(=O)OC(C)(C)C)CC1)n1cc(CCC(=O)O)nn1	i	i	i	i	i	-6	3	i	i	i	i
O=C(CSc1nc(O)c(C2CCCCC2)c(=O)[nH]1)N1CCOCC1	i	i	i	i	i	-3	-1	i	i	i	i
Cc1ccc(-n2cc(CN(C)CCc3cn[nH]c3)c(-c3cccc(C)c3)n2)cc1	i	i	i	i	i	1	-3	i	i	i	i
C/C(=N\NC(=O)c1ccc(CSc2nncn2C)cc1)c1ccc(Cl)cc1	i	i	i	i	i	-2	5	i	i	i	i
CC(C)(C)NC(=O)c1cccc(NC(=O)CSc2ccc(Cl)cc2)c1	i	i	i	i	i	-16	4	i	i	i	i
O=C(NC1CC2CCCC(C1)N2C(=O)Nc1cccc(F)c1)C1CC1 (stereo not drawn)	i	i	i	i	i	1	-5	i	i	i	i
O=C(NCc1ccccn1)c1ccc(OC2CCN(Cc3ccc(Cl)s3)CC2)cc1	i	i	i	i	i	-2	6	i	i	i	i
CCOC(=O)c1cccc(OCC(O)CNCCOc2ccccc2F)c1 (stereo not drawn)	i	i	i	i	i	0	3	i	i	i	i
Cc1cc(N2CCN(S(=O)(=O)c3ccc(Cl)c(Cl)c3)CC2)c2ccccc2n1	i	i	i	i	100*	10	9	i	i	i	i
COc1ccc(-c2nn(-c3ccccc3)cc2C(=O)Nc2nc(CC(C)=O)ns2)cc1	i	i	i	i	i	27	-1	i	i	i	i
CCn1c(CNC(=O)c2ccccc2)nnc1SCC(=O)N1CCN(c2ccccc2)CC1	i	i	i	i	i	0	3	i	i	i	i
O=c1nc(Nc2ccc([N+](=O)[O-])cc2)[nH]c(=O)[nH]1	i	i	i	i	i	0	2	i	i	i	i
COc1c(O)c(O)c2oc(-c3ccccc3)cc(=O)c2c1OC	i	i	i	i	i	1	11	i	i	i	i
O=C(NCCc1cccs1)C1CC(c2ccccc2[N+](=O)[O-])=NO1 (stereo not drawn)	i	i	i	i	i	-2	6	i	i	i	i
O=[N+]([O-])c1ccc(CS(=O)(=O)N2CCN(c3ccccc3)CC2)cc1	i	i	i	i	i	3	2	i	i	i	i
Cc1ccc(C2NC(=S)NC3=C2C(=O)CCC3)cc1 (stereo not drawn)	i	i	i	i	i	11	-5	i	i	i	i
CCC(C)NC(=O)c1cn(CC)c2cc(N3CCN(C(=O)c4ccco4)CC3)c(F)cc2c1=O (stereo not drawn)	i	i	i	i	i	18	-26	i	i	i	i
CC(C)CC(=O)Nc1nc(=S)ss1	i	i	i	i	100*	28	-3	i	i	i	i
O=[N+]([O-])c1cc(/C=N/Nc2nc3ccccc3[nH]2)c(O)cc1O	i	i	i	i	i	97*	3	x	i	i	i
O=C(c1ccc(NS(=O)(=O)c2ccc3[nH]c(=O)[nH]c3c2)cc1)N1CCN(c2ccccc2O)CC1	i	i	i	i	i	6	8	i	i	i	i
Cc1cc(C)n(-c2ccc(NC(=O)C3CCCCN3C(=O)c3ccoc3)cc2)n1 (stereo not drawn)	i	i	i	i	i	1	-2	i	i	i	i
COc1ccccc1N(CC(=O)NCC(C)C)S(=O)(=O)c1cccs1	i	i	i	i	i	-1	9	i	i	i	i
Cc1cccc(NC(=O)NCC(c2cccnc2)N2CCOCC2)c1 (stereo not drawn)	i	i	i	i	i	-6	2	i	i	i	i
CC(CCc1ccccc1)NC(=O)COC(=O)C12CC3CC(CC(Br)(C3)C1)C2 (stereo not drawn)	i	i	i	i	i	4	x	i	i	i	i
Cc1[nH]n(-c2ccc(Cl)cc2)c(=O)c1N=Nc1cccnc1	i	i	i	i	i	18	4	i	i	i	i
COCc1c(CCl)cnc(C)c1O	i	i	i	i	i	16	-1	i	i	i	i
O=[N+]([O-])c1cccc(OCCN2CCC(Cc3ccccc3)CC2)c1	i	i	i	i	i	-6	-1	i	-8.4*	i	i
CC1CCC(CN2C(Nc3ccccc3)=NC[C@@H]2C)CC1 (stereo partly drawn)	i	i	i	i	i	2	4	i	i	i	i
O=S(=O)(NC1c2cccc3cccc(c23)C1N1CCNCC1)c1ccccc1 (stereo not drawn)	i	i	i	i	i	-5	0	i	i	i	i
CCN(CC)S(=O)(=O)c1ccc(Nc2cc(C)nc3ncnn23)cc1	i	i	i	i	i	1	-1	i	i	i	i
CCOC(=O)c1c[nH]c2c(Cl)ccc(Cl)c2c1=O	i	i	i	i	i	-11	6	i	-6.1*	i	i
CSc1ccc(C#N)cc1NC(=O)c1ccccc1	i	i	i	i	i	3	3	i	i	i	i
CC(=O)N1c2ccc(S(=O)(=O)N3CCCC(C(=O)NCc4ccccc4)C3)cc2CC1C (stereo not drawn)	i	i	i	i	i	-4	-1	i	i	i	i
COc1cccc(C2C(C(N)=O)=C(C)Nc3nc(CCCO)nn32)c1 (stereo not drawn)	i	i	i	i	i	0	0	x	i	i	i
COc1ccc(C2=NOC(C(=O)NCc3ccccc3)C2)cc1 (stereo not drawn)	i	i	i	i	i	2	3	i	i	i	i
COc1ccccc1NC(=O)CN(C)S(=O)(=O)c1cc(C)ccc1OC	i	i	i	i	i	1	x	i	i	i	i
COc1ccc(-c2cc(C3CCN(c4cc(Cl)nc(N)n4)CC3)[nH]n2)cc1	i	i	i	i	i	8	4	i	i	i	i
